# Assay outcomes from PubChem BioAssay.
# OX1R antag-1: OX1R (HCRTR1) antagonists, primary screen, fluorescence, CHO/OX1R cells, Fluo-8 calcium, orexin A | Orexin/Hypocretin receptor type 1 (Homo sapiens), O43613 | inhibition, % at 5 µM | 330,000 tested, 0.43% active | AID 434989, 2010 | Fluo-8 calcium fluorescence;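 active = inhibition above its plate's threshold, mean inhibition of all tested compounds on the plate plus 3 SD, cut at about 37% in these data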;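 also: 0% = orexin A challenge wells and 100% = SB-334867-A antagonist wells; not every result past the cut was called active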
# Target sequence (O43613 whole entry, looked up): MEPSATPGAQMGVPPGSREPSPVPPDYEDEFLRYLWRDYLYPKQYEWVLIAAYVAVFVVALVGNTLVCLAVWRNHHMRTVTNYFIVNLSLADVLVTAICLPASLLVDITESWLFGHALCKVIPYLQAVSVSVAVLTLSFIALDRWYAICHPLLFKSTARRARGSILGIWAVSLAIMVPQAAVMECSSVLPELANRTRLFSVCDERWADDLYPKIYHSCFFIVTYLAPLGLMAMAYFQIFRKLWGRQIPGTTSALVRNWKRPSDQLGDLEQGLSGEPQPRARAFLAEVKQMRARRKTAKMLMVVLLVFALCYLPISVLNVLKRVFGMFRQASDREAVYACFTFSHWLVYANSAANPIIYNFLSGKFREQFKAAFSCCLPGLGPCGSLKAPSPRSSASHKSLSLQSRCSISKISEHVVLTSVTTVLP
# OX1R antag-2: antagonists of human orexin 1 receptor (OX1R); OX1R-expressing cells, FRET antagonist read-out; AID 485270, 2010; Orexin/Hypocretin receptor type 1 (Homo sapiens), O43613; 330,000 tested, 1.8% active; inhibition, % at 6.6 µM; in the data active = inhibition mostly above about 38%, no sharp cut-off; inactive = mostly below about 40%;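 also: 0% = agonist challenge alone and 100% = reference antagonist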
# Numbers without * were called inactive.
OX1R antag-2	OX1R antag-1	canonical_smiles
16	-15	O=S(=O)(Nc1nc(-c2ccccc2)cs1)c1cc(Cl)ccc1Cl
0	-5	CCOC(=O)Cc1csc(NC(=O)CN2CCCCC2)n1
1	-4	COCc1ccc(CN2CCC(CO)(CC3CCCCO3)CC2)o1 (configuration not stated)
15	-24	Cc1cc2cc(CN(CCCO)S(=O)(=O)c3cccc4nsnc34)c(=O)[nH]c2cc1C
2	-12	CC1CCCN(C(=O)c2ccncc2)C1 (configuration not stated)
30	-16	Cc1csc(NC(=O)CCc2nc3ccccc3s2)n1
8	-22	CCNC(=S)N1CCn2cccc2C1c1ccc(F)cc1 (configuration not stated)
31	3	CCN(CC(=O)Nc1ccc(NC(C)=O)cc1)C(=O)/C=C/c1ccc([N+](=O)[O-])cc1
6	-21	COc1ccc(NC(=O)CN(C)S(=O)(=O)c2cccc3cccnc23)cc1
-2	-5	CC(=O)Oc1ccccc1-n1c(C)nc(=O)c(-c2ccccc2)c1C
9	-18	O=c1c2nncn2c2cc(C(F)(F)F)ccc2n1CCNc1ncc(C(F)(F)F)cc1Cl
20	-25	Cc1ccsc1/C=N/n1c(-c2cccnc2)n[nH]c1=S
18	-15	COc1cc(/C=N/NC(=O)CNC(=O)/C=C/c2ccco2)cc(OC)c1OC
5	-10	COc1cccc(C(=O)NC(=S)Nc2cccnc2)c1
2	66*	CCOC(=O)c1c(NC(=O)C(C)N2CCN(C(=O)c3ccco3)CC2)sc2c1CCCC2 (configuration not stated)
20	-9	CCOc1ccccc1Nc1ccc2nonc2c1[N+](=O)[O-]
2	-26	CCN(Cc1ccccc1)C(=O)c1c(-c2ccccc2Cl)noc1C
12	-14	O=C(O)c1ccccc1NC(=O)C1CCN(S(=O)(=O)c2cccc3nsnc23)CC1
24	-7	Cc1cccc(OC(C)C(=O)NC2CCS(=O)(=O)C2)c1C (configuration not stated)
50	-40	C[C@@H]1CC=C[C@H]2[C@H]1C(=O)N(Cc1ccccc1)[C@H]2c1ccc(F)c(-c2ccc(N(C)C)cc2)c1
5	-8	CCOC(=O)/C(=N/Nc1ccc(Cl)cc1)S(=O)(=O)c1ccc(Cl)cc1
9	-1	Cc1ccc(NC(=O)N/C=C/c2ccco2)cc1C
14	-9	CCN=c1sc(C(=O)Nc2ccccc2)c(C)n1CC
8	-17	CC1(c2ccccc2)CC(C)(C)N2C(=O)C3(C(C#N)=C(N)Oc4cc(O)ccc43)c3cccc1c32 (configuration not stated)
17	4	CCc1ccccc1NC(=O)NC1CC2CCC(C1)N2Cc1cccs1 (configuration not stated)
16	-28	O=C(NCc1ccc(Cl)cc1)C(=O)NCC1CCCN1S(=O)(=O)c1cccs1 (configuration not stated)
18	-7	Cc1ccc(S(=O)(=O)N(Cc2ccccc2)c2ccccc2C(=O)N2CCCCC2)cc1
9	2	O=C(c1ccsc1)N1CCN(C(=O)c2cccs2)CC1
33	-8	CCn1cc(C(=O)NCc2cccs2)c(=O)c2ccc(C)nc21
5	-18	C[C@H](CO)N1C[C@H](C)[C@@H](CN(C)Cc2ccc3c(c2)OCO3)Oc2c(NS(=O)(=O)c3cn(C)cn3)cccc2C1=O

# Entries shown so far that contain an NH in an aromatic ring, in the order listed:
OX1R antag-2	OX1R antag-1	canonical_smiles
15	-24	Cc1cc2cc(CN(CCCO)S(=O)(=O)c3cccc4nsnc34)c(=O)[nH]c2cc1C
20	-25	Cc1ccsc1/C=N/n1c(-c2cccnc2)n[nH]c1=S

# Continuation.
OX1R antag-2	OX1R antag-1	canonical_smiles
42	-31	c1ccc(C(c2ccccc2)c2noc(CN3CCC(c4ccncc4)CC3)n2)cc1
23	-4	CN(C(=O)COc1ccc([N+](=O)[O-])cc1)C1CCS(=O)(=O)C1 (configuration not stated)
26	-8	COc1cc([N+](=O)[O-])ccc1NC(=O)CN1CCN(C(=O)c2ccco2)CC1
18	0	CCN(CC)c1ccc(NC(=O)c2cccnc2)cc1
17	-14	COc1ccc(N/C(=N/c2nc(C)cc(C)n2)NC(=O)Nc2ccc(Cl)c(Cl)c2)c(OC)c1
17	4	Cn1c(SCc2cc([N+](=O)[O-])cc3c2OCOC3)nnc1-c1ccccn1
5	-11	COc1ccc(-n2ccsc2=S)cc1
3	-23	O=C(CNC1CCCC1)Nc1ccc(N2CCCCCC2)cc1
17	-4	CCOc1ccc(-c2c(=O)n(OCc3ccc([N+](=O)[O-])cc3)c3ccccc3[n+]2[O-])c(OCC)c1
10	-20	O=C(c1ccc(Cl)cc1)[C@@H]1[C@@H]2C(=O)N(c3ccccc3)C(=O)[C@@H]2C2c3ccccc3C=NN21 (some centres not stated)
-3	-1	COc1ccc(C(=O)CC(c2ccccc2)C2CCCCC2=O)cc1 (configuration not stated)
13	-7	CCN(CC)CCNC(=O)c1ccc(NC(=O)c2cccc(S(=O)(=O)Nc3ccc(C)cc3)c2)cc1
7	-38	CCC(=O)N(Cc1c(C)nn(-c2ccccc2)c1Cl)c1ccc(Cl)cc1
22	-7	COc1ccc(S(=O)(=O)N2CCN(C(=O)c3sccc3-c3ccccc3)CC2)cc1
14	7	C/C(=N\NS(=O)(=O)c1ccc(Cl)cc1)c1ccc(O)cc1

# An excerpt from above in order of the OX1R antag-1 value, largest number first.
structure,OX1R antag-2,OX1R antag-1
CCN(CC)c1ccc(NC(=O)c2cccnc2)cc1,18,0
COc1ccc(N/C(=N/c2nc(C)cc(C)n2)NC(=O)Nc2ccc(Cl)c(Cl)c2)c(OC)c1,17,-14
O=C(CNC1CCCC1)Nc1ccc(N2CCCCCC2)cc1,3,-23
c1ccc(C(c2ccccc2)c2noc(CN3CCC(c4ccncc4)CC3)n2)cc1,42,-31
CCC(=O)N(Cc1c(C)nn(-c2ccccc2)c1Cl)c1ccc(Cl)cc1,7,-38

# The main list resumes, repeating the four entries before the break.
OX1R antag-2	OX1R antag-1	canonical_smiles
13	-7	CCN(CC)CCNC(=O)c1ccc(NC(=O)c2cccc(S(=O)(=O)Nc3ccc(C)cc3)c2)cc1
7	-38	CCC(=O)N(Cc1c(C)nn(-c2ccccc2)c1Cl)c1ccc(Cl)cc1
22	-7	COc1ccc(S(=O)(=O)N2CCN(C(=O)c3sccc3-c3ccccc3)CC2)cc1
14	7	C/C(=N\NS(=O)(=O)c1ccc(Cl)cc1)c1ccc(O)cc1
19	-4	O=C(NCc1ccc2c(c1)OCO2)c1cc2ncc(Br)cn2n1
29	-3	COc1cccc(Cn2cnc3c(NS(=O)(=O)c4cccc(Cl)c4Cl)c(C)c(C)cc32)c1
21	-2	CC(=O)N1CCN(c2ccc(NC(=O)c3ccc(C)c([N+](=O)[O-])c3)cc2)CC1
17	-25	COc1ccc(-c2ccc(SCC(=O)NC3CCCCC3)nn2)cc1OC
29	-22	Cc1ccc2cc(CCNS(=O)(=O)c3ccc(F)cc3)c(=O)[nH]c2c1C
32	-43	CCOc1ccccc1N(CC(=O)NCc1ccccc1)C(=O)CCC(=O)Nc1cc(C)ccn1
21	-27	Cc1nn2c3cc(N4CCOCC4)ccc3nc2c2ccccc12
14	-16	O=S(=O)(c1cccc(S(=O)(=O)N2CCOCC2)c1)N1CCCCC1
-7	-13	Cc1ccc(C(=O)NC(=S)Nc2cccc(-c3nc4ccccc4s3)c2)cc1
12	-30	CCCCN(CC)C(=O)c1ccc(Cl)c(Cl)c1
18	3	CC1(C)CC(=O)C=C(Nc2cccc(C(F)(F)F)c2)C1
19	0	CCOC(=O)CNc1nnc(SCC(=O)OCC)[nH]c1=O
6	-43	CCOc1ccc(NC(=S)N(CCN2CCOCC2)Cc2cc3cc4c(cc3[nH]c2=O)OCCO4)cc1
5	-23	Cc1cc(C)c(S(=O)(=O)NCC(c2cccnc2)N2CCN(Cc3ccccc3)CC2)c(C)c1 (configuration not stated)
11	3	O=C(Nc1ccc(Cc2ccncc2)cc1)c1ccc([N+](=O)[O-])o1
14	-15	COc1ccc(N(CC(=O)NC(C)C)C(=O)CCC(=O)Nc2ccccn2)cc1
1	-4	CC(=O)Nc1ccc(NC(=O)CSc2nccn2Cc2ccccc2)cc1
3	-23	O=C(CSc1nnc(CNc2ccc(F)cc2)o1)N1CCCc2ccccc21
10	-20	COc1cc(NC(=O)COC(=O)CO/N=C(\C)c2ccc3c(c2)OCO3)cc(OC)c1
10	-30	CC1CCN(C(=O)c2ccc3c(Cl)c4c(nc3c2)CCCC4)CC1
10	-3	COc1ccc(CNc2oc(-c3cccc4ccccc34)nc2C#N)cc1
43	-30	COc1ccc(-c2cc(C(=O)OCC(=O)N(C)C)c3ccccc3n2)cc1
3	-6	N#Cc1ccc(OCC(=O)Nc2nc(-c3cccnc3)cs2)cc1
2	-23	Cc1ccc(F)cc1NC(=O)N1CCCN(C(=O)OC(C)(C)C)CC1
14	-26	CCN(CC)S(=O)(=O)c1cc(NC(=O)COC(=O)CCC(=O)c2cccs2)ccc1C
14	2	O=C(COC(=O)c1cccs1)Nc1ccccc1
4	-7	O=C(COC(=O)c1cc(Cl)nc(Cl)c1)Nc1ccc(Cl)c(S(=O)(=O)N2CCOCC2)c1
5	-8	Cc1[nH]c2c([N+](=O)[O-])cccc2c1C
18	-15	CCCn1nnc(NC(=O)c2cc(Br)ccc2OC)n1
5	-9	Cc1ccc(C)c(OCCC(=O)N2CCN(S(=O)(=O)c3ccc([N+](=O)[O-])cc3)CC2)c1
-8	-14	CC(C)(C)NC(=O)NC(=O)COC(=O)c1ccc2c(c1)S(=O)(=O)N=C1CCCCCN12
-2	-3	C=C(C)Cn1c(N2CCCC2)nc2c1c(=O)n(C)c(=O)n2C
20	-12	CC(=O)c1ccc(NC(=O)C(=O)c2cn(CC(=O)N3CCCCC3)c3ccccc23)cc1
8	-4	COC(=O)C(C)n1cnc2c(nnn2-c2cccc(OC)c2)c1=O (configuration not stated)
9	-2	NC(=O)Cc1ccc(Nc2nnc(-c3ccc(O)cc3)c3ccccc23)cc1
12	2	COc1ccc2c(c1OC)CN(C)CCc1cc3c(cc1C(=O)C2)OCO3
22	-12	Cc1ccc(NC(=O)CSc2nnc(NC(=O)C3CC3)s2)cc1
7	-3	CCOC(=O)c1ccc2c(c1)[nH]c(=S)n2CC
2	-44	Cc1ccc(S(=O)(=O)N2CCN(CCc3ccccc3)CC2)c(C)c1
16	-24	CCOc1ccc(N2C(=O)c3cccnc3C2Nc2ccc(Cl)cc2)cc1 (configuration not stated)
6	-31	CCOC(=O)N1CCN(C(=O)CSCC(=O)Nc2nc(-c3ccc(C)cc3)cs2)CC1
18	-18	O=C(Cc1ccccc1)NN1CCCCC1
11	1	COc1ccc(NC(=O)CSc2nnc(Cn3cnc4ccccc43)o2)cc1
15	10	Cc1ccc(COC(=O)Cc2coc3cc(O)ccc23)cc1
11	2	Cc1ccccc1NC(=O)C(=O)NNC(=O)COc1ccc2ccccc2c1
13	-24	COc1ccc(CNC(=O)CCCn2nc(C)c([N+](=O)[O-])c2C)cc1OC
7	-9	CC(=O)Nc1ccc(CN2CCCN(C)CC2)cc1
1	-26	CCOC(=O)[C@H](CCc1ccccc1)N[C@@H](C)C(=O)N1[C@H](C(=O)O)C[C@@H]2CCC[C@@H]21
13	-27	Cc1cccc(N2CCN(C(=O)CCC(=O)N3CC(C)Oc4ccc(C)cc43)CC2C)c1 (configuration not stated)
6	-6	Cc1ccc(N(CCC#N)C(=O)COC(=O)c2cc(C)no2)cc1
3	-4	CNC(=S)NNC(=O)c1ccc2c(c1)OCO2
17	-9	Cc1ccc(NC(=O)CSCC(=O)OCc2cc(=O)oc3cc(O)ccc23)c(C)c1
8	-15	Cc1cc(S(=O)(=O)n2cnc3cc([N+](=O)[O-])ccc32)ccc1Cl
13	-25	Cc1cc(=O)[nH]c(SCC(=O)NCCC2=CCCCC2)n1
9	-6	Cc1ccc(Cc2cnc(NC(=O)C3=NCCN3)s2)cc1
6	1	O=C(c1ccccc1)c1cccs1
23	-3	NC(=O)c1ccc(NC(=O)c2ccccc2S(=O)(=O)c2ccccc2[N+](=O)[O-])cc1
8	-26	COCCN(C)Cc1nc(C(c2ccccc2)c2ccccc2)no1
4	-18	O=C1Nc2ccc(S(=O)(=O)N3CCCCCC3)c3cccc1c23
17	-32	Cc1cc2c(cc1S(=O)(=O)N1CCN(c3ccccc3)CC1)OCCN2C

# The results go on:
OX1R antag-2	OX1R antag-1	canonical_smiles
32	-13	COc1ccc(Nc2nc(N)nc(SCc3nnc(C)s3)n2)cc1
69	-2	Oc1c(Br)cc(C2N=C(c3ccccc3)NO2)cc1Br (configuration not stated)
36	-13	COc1ccc([C@@H]2CC=C(C(=O)O)[C@H](c3ccc(Br)cc3)N2S(=O)(=O)c2ccc(C)cc2)cc1OC
32	-26	CC(C)c1nnc(N2C(=O)c3oc4ccccc4c(=O)c3C2c2ccco2)s1 (configuration not stated)
21	-23	CCC(CNC(=O)c1c(C)nn(-c2ccccc2)c1Cl)c1ccccc1 (configuration not stated)
5	-19	COc1ccc(CCN2CC(C(=O)NCc3nc4ccccc4n3C)CCC2=O)cc1 (configuration not stated)
5	5	Brc1ccccc1CN1CCC(N2CCCCC2)CC1
30	-9	CCC(C)NC(=O)c1cc2cc3ccc(OC)cc3nc2s1 (configuration not stated)
7	-27	Cc1cc(NC(=O)CSc2cn(C)c3ccccc23)no1
18	-11	Cc1cc(C)nc(N(C#N)Cc2ccccc2C)n1
4	-8	CCOC(=O)CN1C(=O)CSc2ccc(S(=O)(=O)N3CCOCC3)cc21
36	-27	CC(C)(C)N(NC(=O)OCc1ccccc1)C(=O)c1ccccc1
32	0	O=C(CSc1n[nH]c(-c2ccccc2Cl)n1)NCc1cccc(C(=O)O)c1
-12	-32	CCOc1ccc(N2C(=O)CC(Cc3ccc(Br)cc3)C2=O)cc1 (configuration not stated)
41	-11	Cc1cccc(C)c1OCC(=O)N1CC2(C)CC1CC(C)(C)C2 (configuration not stated)
8	-21	Cc1ccc(C(=O)Cc2nc3ccccc3[nH]2)cc1
